Screening results deposited in PubChem by National Center for Advancing Translational Sciences (NCATS).
AmpC no deterg = AmpC beta-lactamase inhibition without detergent | Potency, µM (series often up to 57.1 µM), without a hit: at the highest dose activity change, negative = inhibition, most hits filed as inhibitors | AmpC nitrocefin hydrolysis, absorbance 480 nm, 0.0001% Triton | P00811 | AID 485341 | actives 0.52% (n = 330,000);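 also: potency is read from the fitted curve at half-maximal effect; plate controls were no compound for no effect and no enzyme for full effect; nearly all actives have a fitted effect of over 20% in size; some results filed as inactive show a strong effect at the top dose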
Target sequence (P00811 whole entry, looked up): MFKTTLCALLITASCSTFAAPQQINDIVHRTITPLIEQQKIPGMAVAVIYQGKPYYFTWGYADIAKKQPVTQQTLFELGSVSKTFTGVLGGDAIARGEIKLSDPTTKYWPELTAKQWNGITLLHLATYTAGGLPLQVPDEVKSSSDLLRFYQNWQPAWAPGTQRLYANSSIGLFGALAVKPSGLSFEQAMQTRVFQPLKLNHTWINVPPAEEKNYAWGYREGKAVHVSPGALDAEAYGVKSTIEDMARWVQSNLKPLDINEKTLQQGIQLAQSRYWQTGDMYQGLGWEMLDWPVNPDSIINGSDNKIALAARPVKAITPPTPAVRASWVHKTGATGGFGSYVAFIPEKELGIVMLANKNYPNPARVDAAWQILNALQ
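AmpC (5.3 nM in the dispensed reagent) in 20 mM phosphate pH 7.0 with 0.01% (detergent screen) or 0.0001% Triton X-100 was preincubated with compounds for 15 min at room temperature. Nitrocefin was then added from an 800 uM solution, and hydrolysis was followed at 480 nm.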
Giardia FBPA inh = Giardia lamblia aldolase inhibition; AID 2451; Potency, µM (highest dose often 59.6 µM), for inactives: at the highest dose activity, negative = inhibition, hits mostly inhibitors; actives 0.71% (n = 290,000); A8B2U2; purified Giardia FBPA; also: potency is read from the fitted curve at half-maximal effect; nearly all actives have a fitted effect of over 55% in size
Target sequence (A8B2U2 whole entry, looked up): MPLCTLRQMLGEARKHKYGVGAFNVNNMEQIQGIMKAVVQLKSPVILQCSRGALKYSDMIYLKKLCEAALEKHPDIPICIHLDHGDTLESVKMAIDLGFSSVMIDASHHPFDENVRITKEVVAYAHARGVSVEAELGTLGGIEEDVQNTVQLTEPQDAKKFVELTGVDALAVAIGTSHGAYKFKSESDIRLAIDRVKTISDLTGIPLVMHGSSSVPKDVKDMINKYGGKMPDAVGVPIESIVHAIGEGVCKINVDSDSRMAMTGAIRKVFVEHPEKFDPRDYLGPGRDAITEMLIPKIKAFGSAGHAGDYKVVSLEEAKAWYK
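Giardia FBPA (40 nM reagent) was preincubated 10 min at RT with compound (up to 57.5 uM final), then substrate plus GAPDH/TPI/NAD/arsenate coupling system with diaphorase/resazurin was added; resorufin fluorescence (525/598 nm) was read after 20 min.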
Sm TGR inh = blocks Schistosoma mansoni thioredoxin glutathione reductase. Q962Y6. purified TGR, DTNB reduction, TNB absorbance 405 nm. Potency, µM (titrated, usually from 114 µM), for the others: at the highest dose activity change, negative = inhibition, actives largely listed as inhibitors. actives 3% (n = 360,000); also: potency is read from the fitted curve at half-maximal effect; nearly all actives have a fitted effect of over 60% in size
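First, TGR (20 nM dispensed) and NADPH were mixed with compound. Second, a 15 min room-temperature incubation followed. Third, further NADPH and then DTNB were added to start the reaction. Finally, TNB absorbance was monitored kinetically.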
HCMV antiviral = blocks human cytomegalovirus replication | HFF cells, HCMV-luciferase reporter, 72 h; stronger effect = lower value | actives 4.5% (n = 410,000) | AID 1259415 | activity change, negative = inhibition, % at 57.5 µM; in the data active = activity change below about -60%; inconclusive = no clear call, values can overlap the other calls; inactive = above about -39%
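Luciferase read-out from HCMV-luciferase-infected HFFs (MOI 1 PFU/cell) 72 h post infection at 37C; compounds added after 16 h cell attachment; activity normalized between buffer-only basal and Salinomycin (10uM) inhibitor controls.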
HCV inh = blocks hepatitis C virus; Huh7.5.1 HCVcc-Cre infection, luciferase reporter, 44 h; Potency, µM (highest dose often 41.8 µM), without a hit: top-dose activity change, negative = inhibition, hits mostly inhibitors; actives 3.4% (n = 340,000); also: potency is read from the fitted curve at half-maximal effect
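HCVcc-Cre virus at an moi near 0.5 was added right after compound to cells cultured 4 h from seeding (1,000 cells/well). Luciferase activity was determined 44 h later, 15 min after substrate addition at RT.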
AmpC inh detg = inhibitors of E. coli AmpC beta-lactamase with detergent. AmpC hydrolysis of nitrocefin, absorbance 480 nm, 0.01% Triton. Potency, µM (titrated, usually from 114 µM), without a hit: top-dose activity change, negative = inhibition, hits mostly inhibitors. actives 0.041% (n = 370,000);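 also: potency is read from the fitted curve at half-maximal effect; 0% = no-compound wells and -100% = no-enzyme wells; nearly all actives have a fitted effect of over 25% in size; some results filed as inactive show a strong effect at the top dose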
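20 mM phosphate pH 7.0 + 0.01% (detergent screen) or 0.0001% Triton X-100; 5.3 nM AmpC reagent; cpd preinc 15 min RT; nitrocefin (800 uM stock) to start; A480 q20 s × 4 min; Activity was normalised to no-enzyme and no-compound control wells.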
* marks the source's active call; other numbers are inactive results; u = inconclusive; x = no result given; [ ] = remark or other dose. Unless noted, calls follow the shape of the dose curve; as a rule, active = well fitted curve in the direction sought with a large enough effect; inconclusive = small, poorly fitted or top-dose-only effect, or another doubt; inactive = no such curve, though single readings can be large; an effect the other way counts as inactive or inconclusive. Unless noted, % is scaled to controls: 0 for no effect and ±100 for the full control effect. No enrichment for hits; about 9.9% have a hit in one of these screens.

SMILES	AmpC no deterg	Giardia FBPA inh	Sm TGR inh	HCMV antiviral	HCV inh	AmpC inh detg
CCCOC(=O)C1=C(C)NC2=C(C(=O)CCC2)C1c1ccc(N(C)C)cc1 (stereo not drawn)	3%	-8%	-24%	61	-7%	-13%
Cc1ccc(C)c(OC(=O)CSc2nnc(CNC(=O)c3ccccc3)o2)c1	x	x	6%	-2	x	25%
Cc1ccc2cccc(NC(=O)C(C)(C)Oc3ccc(Br)cc3)c2n1	x	x	13%	-6	x	7%
O=C1/C(=C\c2cccc(O)c2O)SC(=S)N1Cc1ccccc1	-41%	u	-4%	3	25µM*	-15%
CC1(C)Cc2nc3[nH]c(=S)[nH]c(=O)c3cc2CO1	-11%	u	18%	-2	11%	8%
COc1ccc(C(=O)Nc2ncccc2C)cc1S(=O)(=O)N1CCCc2ccccc21	-13%	x	-2%	-8	1%	-16%
COc1ccc(NCC(=O)N/N=C/C(C)c2ccccc2)cc1 (stereo not drawn)	-34%[11.4 µM]	-6%	-2%	-15	1%	u
COCCNC(=O)C(c1ccc(F)cc1)N(Cc1ccccc1)C(=O)CCC(=O)Nc1ccccn1 (stereo not drawn)	117%[activator]	-10%	1%	2	8%	-8%
COc1ccc(N2CCN(C(=O)CCNS(=O)(=O)c3ccc4c(c3)CCN4C(=O)C3CC3)CC2)cc1	x	x	-12%	-20	x	-4%
Cc1ccc(NC(=O)CSc2nc(-c3ccc(C(C)(C)C)cc3)nc3cc(=O)[nH]n23)cc1C	x	x	0%	-2	x	0%
COc1cccc(-c2nc(CS(=O)CC(=O)NCCCOC(C)C)c(C)o2)c1 (stereo not drawn)	29%	1%	25µM*	-4	3%	4%
CCc1cccc(NC(=O)c2ccc(Cn3c(=O)[nH]c4ccsc4c3=O)cc2)c1	-1%	-3%	-12%	-21	6%	u
CCCc1nc2ccccc2c(C(=O)N(CC)CC(=O)NCc2cccs2)c1CC	-20%	x	-3%	6	u	-17%
CCOc1ccccc1OCCCC(=O)NC1=NCCS1	-27%	-2%	2%	6	u	0%
COc1ccccc1CCNC(=O)c1ccc(NC(=O)N2CC(C)Sc3ccccc32)cc1 (stereo not drawn)	x	x	6%	-2	x	-1%
O=C(COC(=O)C1CC(=O)N(Cc2ccco2)C1)Nc1nc(-c2ccc(F)cc2)cs1 (stereo not drawn)	-23%	x	x	3	u	x
C[C@]12CC[C@H](O)CC1=CC(=O)C1C2CC[C@]2(C)C(=O)[C@H](O)CC12 (stereo partly drawn)	2%	x	x	17	3%	x
C[C@@H]1CC=C[C@@H]2[C@H]1C(=O)N(Cc1ccccc1)[C@H]2c1cccc(Br)c1	-25%	7%	x	-16	27%	x
O=c1[nH]c2cc3c(cc2cc1C(c1nnnn1Cc1ccccc1)N1CCCCCC1)OCCO3 (stereo not drawn)	-32%	-16%	u	15	-5%	u
COCCn1c(=NC(=O)CSCC(=O)N2CCOCC2)sc2ccccc21	-6%	x	-17%	29	22%	6%
O=C1CCCN1C(=O)CSc1ccc2ccccc2n1	-16%	x	-24%	-13	21%	-8%
NC(=O)CN1CCOCCN(CC(N)=O)CCOCC1	-10%	-17%	-26%	x	16%	-8%
COc1ccc(NC(=O)CSc2nc(C)c3c(c2C#N)CCCC3)cc1	-27%	x	1%	u	-29%	u
O=C(Nc1cccc(F)c1)C1CCCN(S(=O)(=O)c2cnc[nH]2)C1 (stereo not drawn)	-24%	x	2%	-62*	19%	-4%
O=C(CN1C2CCCC1CC(NC(=O)C1CCCCC1)C2)Nc1ccccc1C(F)(F)F (stereo not drawn)	59%	-2%	-3%	-33	10µM*	-3%

Overlap with the part before: four compounds, followed by the next part.
SMILES	AmpC no deterg	Giardia FBPA inh	Sm TGR inh	HCMV antiviral	HCV inh	AmpC inh detg
NC(=O)CN1CCOCCN(CC(N)=O)CCOCC1	-10%	-17%	-26%	x	16%	-8%
COc1ccc(NC(=O)CSc2nc(C)c3c(c2C#N)CCCC3)cc1	-27%	x	1%	u	-29%	u
O=C(Nc1cccc(F)c1)C1CCCN(S(=O)(=O)c2cnc[nH]2)C1 (stereo not drawn)	-24%	x	2%	-62*	19%	-4%
O=C(CN1C2CCCC1CC(NC(=O)C1CCCCC1)C2)Nc1ccccc1C(F)(F)F (stereo not drawn)	59%	-2%	-3%	-33	10µM*	-3%
Cc1ccc(NC(=O)CN(C)S(=O)(=O)c2ccc3c(c2)n(C)c(=O)c(=O)n3C)cc1F	x	x	-2%	10	x	4%
CC(C)N1C(=O)c2ccccc2C1C(=O)NC1CCCCCC1 (stereo not drawn)	-4%	-3%	-2%	7	-4%	-14%
CCc1sc(Nc2ccc(Cl)cc2)nc1-c1cc2cccc(OC)c2oc1=O	x	x	3%	5	x	7%
Cc1nc2c(C)cccn2c(=O)c1NC(=O)c1cccc2ccccc12	-42%	x	0%	-25	7%	-11%
CC(=O)Nc1scc(-c2ccccc2)[n+]1-c1ccc(C)cc1	4%	-1%	-14%	35	u	3%
COC(=O)c1ccc(C2C(C(=O)c3ccc(C)o3)=C(O)C(=O)N2c2cc(C)on2)cc1 (stereo not drawn)	-39%	x	u	8	17%	-4%
CCC(C(=O)OCC(=O)NC(=O)c1ccccc1OC)c1ccccc1 (stereo not drawn)	5%	x	4%	-7	1%	u
Cn1c(C(=O)OC(C(=O)NC2CCCCC2)c2cccnc2)cc2sccc21 (stereo not drawn)	-1%	0%	-12%	-12	-26%	2%
Cc1cc(C(=O)OCC(=O)Nc2cc(C)on2)c2ccccc2n1	-28%	4%	-27%	56	-2%	u
O=C(COC(=O)c1cccc(C(=O)OCC(=O)NC2CCCCC2)n1)NC1CCCCC1	-8%	-2%	4%	35	18%	-3%
COc1ccc(NC(=O)CN(C)C(=O)C2=COCCO2)cc1	-8%	x	-7%	x	21%	u
CCN(CC)CCNC(=O)Cn1cnc2sc(C)c(S(=O)(=O)N3CCN(c4ncccn4)CC3)c2c1=O	2%	2%	-3%	-18	11%	0%
CCN(CC)S(=O)(=O)c1ccc(Oc2cccc(C(C)=O)c2)nc1	16%	7%	7%	27	0%	-5%
Cc1cc(=O)oc(C)c1C(=O)NCCCN1C(C)CCCC1C (stereo not drawn)	3%	-7%	-5%	-17	7%	-11%
Cn1c(Cc2ccccc2)nnc1SCC(=O)Nc1ccccc1	-5%	1%	x	14	12%	-11%
COc1ccccc1NC(=O)c1nn(C)c(C(=O)Nc2ccccc2OC)c1[N+](=O)[O-]	-6%	1%	105%[activator]	-7	-23%	u
Cc1ccccc1-c1nc2cc(NC(=O)COc3ccc(F)cc3)ccc2o1	x	x	1%	59	x	4%
COc1ccccc1OC(=O)C1CC(=O)N(c2ccc(Cl)cc2)C1 (stereo not drawn)	13%	2%	-6%	-4	11%	-12%
COc1ccc(OC)c2[nH]c(C(=O)O)cc12	3%	0%	-3%	39	24%	3%
CNC(=O)NC(=O)CSc1nnc(C(F)(F)F)n1C	-7%	4%	-7%	-32	4%	-7%
O=C(N1CCN(Cc2ccc3c(c2)OCO3)CC1)C12CC3CC(CC(C3)C1)C2	87%[activator]	2%	0%	21	13%	u
NC(Cc1ccc2nonc2c1)C(=O)O (stereo not drawn)	-1%	-11%	-3%	2	8%	-1%
CCOC(=O)c1ccc[n+](CC(=O)c2ccccc2)c1	-11%	0%	5%	-15	5%	u
CCOc1ccc(N2C(=O)CN(O)C=C3N=c4ccccc4=C32)cc1	27%	-14%	5%	x	x	-2%
Cc1cccc(N2CCN(C(=S)Nc3ccc4nc(N5CCN(C)CC5)cc(C)c4c3)CC2C)c1 (stereo not drawn)	34%	-4%	-18%	u	u	4%
Next section
SMILES	AmpC no deterg	Giardia FBPA inh	Sm TGR inh	HCMV antiviral	HCV inh	AmpC inh detg
CC(=O)c1cccc(NC(=O)Nc2ccc3c(c2)CCC3)c1	-22%	x	51%[activator]	5	-16%	2%
COc1ccc(CNC(=O)CN2CCN(c3ccc(F)cc3)CC2)cc1	88%[activator]	4%	2%	-12	3%	-5%
COc1ccc(C(CNC(=O)Cc2cccs2)N(C)C)cc1 (stereo not drawn)	-13%	10%	10%	16	9%	-3%
CCCN1CCN(c2cc3c(cc2F)c(=O)c(S(=O)(=O)c2ccc(CC)cc2)cn3CC)CC1	x	x	1%	-25	x	14%
CCOCCCNC(=O)C(NC(=O)c1ccc2c(c1)OCO2)c1ccc(OC)cc1 (stereo not drawn)	15%	2%	1%	61	26%	-1%
CCN(C(=O)C1CCCN1S(=O)(=O)c1cccc2nsnc12)c1ccccc1 (stereo not drawn)	23%	6%	7%	-20	-6%	1%
Cc1ccc2[nH]c3nc(NN)nnc3c2c1	-18%	11%	u	47	0%	1%
Cc1ccc(N(C(=O)C2CCCC2)C2C=CS(=O)(=O)C2)cc1C (stereo not drawn)	6%	-1%	1%	28	15%	-14%
COc1cccc(CNC(=O)C(C(=O)NCc2cccc(OC)c2)c2ncc(C(F)(F)F)cc2Cl)c1	-10%	4%	-4%	-14	u	-14%
Cn1c2ccccc2c2nnc(SCC(=O)Nc3cccc(C(=O)O)c3)nc21	-10%	17%	-26%	11	2%	-7%
O=C(CNC(=O)N1CC(=O)Nc2ccccc21)NCCc1c[nH]c2ccccc12	-18%	-17%	-3%	15	27%	0%
O=C(O)c1ccccc1NS(=O)(=O)c1ccc(NN=Cc2cccc(Cl)c2)c([N+](=O)[O-])c1	-36%	x	x	-4	15%	x
C=CCn1c(SCC(=O)c2cccs2)nnc1-c1cccc(OC)c1	-22%	-11%	u	20	0%	-7%
Cc1cnc(CNC(=O)c2ccc3oc(Cc4ccc(Cl)cc4)nc3c2)cn1	148%[activator]	-1%	-1%	12	-8%	u
CC(C)(C)OC(=O)C[C@@H]1C/C=C\C[C@@H](CC(=O)N(CCO)Cc2ccccc2)C(=O)N[C@@H](c2ccccc2)COC1=O	170%[activator]	x	x	7	30%[activator]	x
Cc1nn(Cc2noc(C(=O)NCc3ccc4c(c3)OCO4)n2)c(C)c1Br	60%[activator]	10%	7%	3	-23%	-3%
CC(=O)Nc1ccc(NC(=O)c2cc(=O)c3cc(C)c(C)cc3o2)cc1	-11%	2%	-2%	27	-9%	-10%
Cc1nn(Cc2c(Cl)cccc2Cl)c(C)c1NC(=O)c1cnn2c(C(F)F)cc(-c3ccccc3)nc12	17%	0%	9%	-8	-11%	-14%
C=CCn1c(CCC(O)COCCCCC)n[nH]c1=S (stereo not drawn)	-3%	u	0%	-97*	2%	4%
O=C(CSc1nc(=O)n(CCN2CCOCC2)c2c1CCC2)Nc1ccccc1	x	x	-8%	-11	x	1%
CC(=O)Nc1cccc(NC(=O)COc2ccc3c(c2)OCO3)c1	-39%	-10%	3%	64	-11%	-5%
C=CCC(=O)N1CCCC(C(=O)c2ccc(Cl)cc2)C1 (stereo not drawn)	1%	-5%	2%	22	5%	u
CC(=O)n1nc(-c2cccnc2)nc1NCc1cccs1	-20%	3%	x	5	16%	1%
